Rac1 mut GTP – human Rac1 activated mutant GTP binding change. P63000. percent activity (GTP binding), % at 10 µM. 190,000 tested, 0.11% active. GST-Rac1 activated beads, fluorescent GTP binding, flow cytometry; actives lie on both sides; 100% means binding = to untreated wells;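 active = GTP binding at least 20 percentage points away from the 100% baseline, in either direction, so actives lie on both sides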
Avidin bead fluor – avidin bead compound fluorescence profile; Avidin beads, compound fluorescence 488/530 nm, flow cytometry; hits give high values; fluorescence (KMESF) at 10 µM; 220,000 tested, 0.38% active; AID 1775; in the data active = fluorescence above about 47; also: inactives centre near 10
HRas wt GTP bind – changes GTP binding to wildtype human HRas | AID 759 | GTP binding activity, % at 10 µM | P01112 | 190,000 tested, 0.14% active | GST-Ras wt beads, Bodipy-FL-GTP binding, flow cytometry; actives lie on both sides;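 active = GTP binding activity at least 20% away from the 100% baseline, either lowered as inhibitor or raised as activator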;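 also: 0% = unlabeled GTP competition control and 100% = no-compound control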
Rab2A wt mod – changes GTP binding to wildtype dog Rab2A, up or down | P61105 | AID 760 | GTP binding activity, % at 10 µM | GST-Rab2 wt beads, Bodipy-GTP binding, flow cytometry | 190,000 tested, 0.19% active;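 active = GTP binding activity at least 20 points away from 100%, either lowered or raised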;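 also: 0% = beads with excess unlabeled GTP and 100% = no-compound control corrected for plate trend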
Rab7 wt modul – modulators of GTP binding to dog Rab7 wildtype GTPase; GST-Rab7 beads, fluorescent GTP binding, flow cytometry; actives lie on both sides; untreated = 100%, excess cold GTP = 0%; GTP binding activity (percent of control), % at 10 µM; 190,000 tested, 0.055% active; AID 758;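 active = fluorescent GTP binding to Rab7 beads changed by at least 20 points from the 100% baseline, either direction, mostly lower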;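 also: median green fluorescence of bound Bodipy-FL-GTP per Rab7 bead population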
Pf gametocyte – kills late stage P. falciparum gametocytes; P. falciparum stage V gametocytes, ATP luminescence, 24 h; inhibition, % at 10.9 µM; 150,000 tested, 0.065% active;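 active = inhibition above the mean plus 3 SD of compounds within the control limits, set per campaign, cut at about 38% in these data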;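 also: 0% = DMSO wells and 100% = medium only without gametocytes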
Rac1 wt modul – modulators of human Rac1 wildtype GTP binding; P63000; GTP binding activity (% of control), % at 10 µM; 190,000 tested, 0.27% active; AID 757; GST-Rac1 beads, fluorescent GTP binding, flow cytometry; actives lie on both sides; 0 = cold GTP competed, 100 = untreated;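 active = GTP binding activity at least 20 points away from the 100% control level, either lower or higher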
Mcl1 Noxa PPI – Mcl-1/Noxa interaction inhibition. TR-FRET Mcl-1/Noxa peptide binding, 2 h. 220,000 tested, 1.5% active. inhibition, % at 21.7 µM;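 active = compounds that cut the protein-peptide binding signal by more than 50% relative to plate controls in a single-dose test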;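 also: His-tagged Mcl-1 with rhodamine Noxa BH3 peptide and terbium anti-His antibody; 0% = Mcl-1 plus Noxa peptide wells and 100% = peptide-only wells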
ABCG2 block – inhibitors of human ABCG2 transporter, ABCB1 counter-screen; Q9UNQ0; IgMXP3 cells, JC-1 efflux, flow cytometry; inhibition, % at 6.6 µM; 190,000 tested, 0.1% active; AID 1325;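 active = inhibition above 80%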;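 also: 0% = DMSO and 100% = nicardipine control wells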
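Times: 10 min at 25 °C | Test system: Two drug-resistant human cell lines, ABCG2 and ABCB1 | Quantity: 3 million cells/mL final, two lines in 1:1 ratio | Signal: Flow cytometry, 530 nm JC-1 signal | Dosing: Compound at 6.6 µM | Controls: Nicardipine and DMSO wells | Reagent: JC-1 as fluorescent efflux pump substrate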
Cdc42 wt – changes GTP binding to wildtype human Cdc42 | P60953 | GST-Cdc42 beads, Bodipy-GTP binding, flow cytometry; actives lie on both sides | percent activity (GTP binding), % at 10 µM | 190,000 tested, 0.2% active | AID 761;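 active = percent activity GTP binding at least 20 points away from the 100% baseline, either down as inhibitor or up as activator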;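 also: median bead fluorescence of bound Bodipy-FL-GTP at 100 nM; 0% = excess unlabeled GTP control and 100% = no compound control; below 100% means less GTP binding so inhibitor and above means activator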
ABCB1 inh – inhibitors of human ABCB1 transporter, ABCG2 counter-screen; inhibition, % at 6.6 µM; 190,000 tested, 0.067% active; CCRF-Adr cells, JC-1 efflux, flow cytometry; AID 1326; in the data active = inhibition above about 40%;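 also: 0% = vehicle and 100% = reference inhibitor; higher value means more JC-1 retained so stronger ABCB1 efflux block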
Target sequence (P08183 whole entry, looked up): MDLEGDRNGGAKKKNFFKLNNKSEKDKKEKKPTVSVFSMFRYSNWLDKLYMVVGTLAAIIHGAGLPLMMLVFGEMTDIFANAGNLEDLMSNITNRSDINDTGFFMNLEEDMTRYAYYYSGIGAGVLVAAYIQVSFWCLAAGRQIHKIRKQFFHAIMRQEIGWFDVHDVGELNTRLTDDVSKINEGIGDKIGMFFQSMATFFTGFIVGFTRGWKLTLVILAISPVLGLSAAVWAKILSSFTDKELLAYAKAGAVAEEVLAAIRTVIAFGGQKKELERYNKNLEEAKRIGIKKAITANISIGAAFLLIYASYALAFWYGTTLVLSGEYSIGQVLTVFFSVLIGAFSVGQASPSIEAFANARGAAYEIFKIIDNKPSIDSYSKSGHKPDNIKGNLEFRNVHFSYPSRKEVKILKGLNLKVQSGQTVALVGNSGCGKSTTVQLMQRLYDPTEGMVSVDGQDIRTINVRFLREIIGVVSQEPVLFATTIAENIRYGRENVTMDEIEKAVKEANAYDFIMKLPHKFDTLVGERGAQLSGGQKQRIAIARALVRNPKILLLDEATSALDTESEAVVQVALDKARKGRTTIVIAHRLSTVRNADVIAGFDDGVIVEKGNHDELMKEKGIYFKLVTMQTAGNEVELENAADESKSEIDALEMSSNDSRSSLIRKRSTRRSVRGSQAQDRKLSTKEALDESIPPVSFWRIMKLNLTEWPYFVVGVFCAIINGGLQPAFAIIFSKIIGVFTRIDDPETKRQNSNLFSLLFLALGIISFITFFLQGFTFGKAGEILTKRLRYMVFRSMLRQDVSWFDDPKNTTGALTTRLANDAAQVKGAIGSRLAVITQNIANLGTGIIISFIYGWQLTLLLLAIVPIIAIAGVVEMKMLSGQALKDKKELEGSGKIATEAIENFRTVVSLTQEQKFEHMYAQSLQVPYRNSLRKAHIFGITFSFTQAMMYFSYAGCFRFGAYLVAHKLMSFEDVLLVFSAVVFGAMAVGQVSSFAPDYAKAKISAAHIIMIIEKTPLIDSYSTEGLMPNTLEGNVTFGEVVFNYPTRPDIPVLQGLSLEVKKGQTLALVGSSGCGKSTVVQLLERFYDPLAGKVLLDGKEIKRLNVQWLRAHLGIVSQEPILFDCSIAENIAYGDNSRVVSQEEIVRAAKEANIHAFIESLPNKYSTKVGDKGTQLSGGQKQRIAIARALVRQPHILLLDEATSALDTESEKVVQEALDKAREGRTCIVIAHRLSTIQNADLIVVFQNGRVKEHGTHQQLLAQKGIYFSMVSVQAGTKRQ
The depositor's hits bear a star; . = not tested or not shown.

SMILES	Rac1 mut GTP	Avidin bead fluor	HRas wt GTP bind	Rab2A wt mod	Rab7 wt modul	Pf gametocyte	Rac1 wt modul	Mcl1 Noxa PPI	ABCG2 block	Cdc42 wt	ABCB1 inh
CCOC(=O)c1cc(-c2ccccc2)n(CC(=O)Nc2ccc(OC)cc2)c1C	100	12	100	99	99	.	104	-16	4	104	0.0
COc1ccc(C(=O)Oc2cc(/C=N/NS(=O)(=O)c3ccc(C)cc3)ccc2OC)cc1	101	14	103	98	101	-6	110	16	1	104	0.2
CN1CCN(C(=O)c2cc3nc(-c4ccc(F)cc4)cc(C(F)(F)F)n3n2)CC1	98	19	97	95	90	-11	101	7	7	100	0.8
COc1ccc(-c2c3c(nc4sc(C(=O)Nc5cc(C)on5)c(N)c24)CCC3)cc1	92	37	93	93	97	.	93	25	2	94	1.3
COc1ccccc1CNC(=O)C(C)NS(=O)(=O)c1ccc(C)cc1 (centres undefined)	95	9	93	95	91	-1	92	.	1	97	0.2
COc1ccc(-[n+]2c(C)cc(/C=C3\Sc4ccccc4N3C)cc2C)cc1	96	21	94	95	95	-6	96	-14	6	95	-0.6
CCOc1ccccc1OCCOc1ccccc1CC	90	13	98	95	95	-6	95	11	6	99	1.4
O=C(Cn1ccc([N+](=O)[O-])n1)c1ccccc1	95	12	95	95	97	-13	96	8	3	97	0.5
Cc1ccc(NC(=S)NC2CCCC2)cc1	99	14	99	101	102	.	103	0	11	100	2.0
CC1(C)CC(=O)c2cc(OCC(=O)N3CCN(c4ccccc4F)CC3)ccc2O1	98	35	101	101	103	21	98	-1	1	100	0.3
S=C(Nc1ccccc1Cl)N1CCN(Cc2ccccc2)CC1	103	6	102	104	98	-4	104	1	8	102	.
CCCNC(=O)Cn1cnc2sc(C(=O)N3CCN(CCC)CC3)c(C)c2c1=O	102	7	104	103	105	17	107	-5	2	103	0.3
N=C(N)SCc1ccccc1Cl	96	4	99	98	90	12	98	-1	5	93	1.2
O=C(Cc1ccc(Nc2nc3ccc(Br)cc3[nH]2)cc1)NCCc1cccs1	93	13	96	94	94	18	95	27	4	96	0.0
Cc1ccc(N2CC(C(=O)NCC3CCCO3)CC2=O)cc1Cl (centres undefined)	99	31	100	103	103	.	108	-40	-1	102	-0.6
CC1CCN(c2ncnc3c2cnn3Cc2ccc(Cl)cc2)CC1	101	19	103	102	105	.	104	12	47	102	4.6
CNc1nc(C)cc(C)c1S(=O)(=O)c1ccc(C)cc1	98	10	99	97	102	5	99	7	0	100	0.0
COC(=O)c1cc(N=CC2=C(O)CC(C)(C)CC2=O)cc(C(=O)OC)c1	101	15	100	97	96	-3	107	8	6	101	1.1
O=C(COC(=O)CCC(=O)c1cccs1)NCc1ccc(Cl)cc1	95	9	93	94	92	.	95	-9	0	93	0.2
CCOC(=O)c1c(C)[nH]c(C)c1C(=O)CSc1nnc(N)s1	94	10	97	99	102	.	100	4	4	97	1.0
COc1ccc(C(=O)c2sc3nc(-c4ccccc4)ccc3c2N)cc1OC	95	21	97	97	98	.	95	95*	12	95	3.9
CC(C)C(OC(=O)c1ccco1)C(=O)NCc1ccccc1 (centres undefined)	101	14	102	104	100	-16	109	5	1	105	0.0
O=C(c1ccccc1SCc1ccccc1)N1CCOCC1	98	7	98	100	107	-32	103	7	1	98	0.7
Cc1cc(C)n2c(SCC(=O)Nc3ncc(C(F)(F)F)cc3Cl)nnc2n1	102	24	104	103	103	.	106	14	2	104	0.5
COc1ccccc1NC(=O)COC(=O)Cc1ccc(S(=O)(=O)N2CCCCC2)s1	93	7	98	97	93	-13	99	-4	2	96	0.8
CC1(CCC#N)N=C(SCCC#N)N(c2ccccc2)C1=O (centres undefined)	95	17	102	103	105	-12	100	7	2	102	0.5
O=C(CNC(=O)c1ccc(Br)cc1)NCC(=O)OCC(=O)c1ccc([N+](=O)[O-])cc1	100	7	103	100	101	-9	103	-3	-18	102	-0.5
C=C(C)Cn1c(CNC(C)=O)nc2ccccc21	99	8	103	101	100	.	104	-13	-3	104	-1.5
CC(C)N(C(=O)CSc1nnnn1C1CCCC1)C(C)C	99	7	100	101	94	-6	100	5	5	100	1.6
CCn1ncc(CNC(=O)C2(C)CC2(Cl)Cl)c1C (centres undefined)	96	2	94	96	96	-46	100	9	0	96	0.0
COC(=O)c1ccc(NC(=O)Cn2nnc(-c3cccs3)n2)cc1	98	12	98	100	97	5	101	-10	0	99	0.2
O=C1CN=C(Nc2ccc(Cl)cc2)N1c1ccccc1	102	33	103	104	103	.	107	32	0	102	0.1
CC(C)(O)[C@H](O)COc1c2ccoc2cc2oc(=O)ccc12	98	10	101	99	96	-18	103	-2	11	101	1.0
O=C(c1ccc(S(=O)(=O)N2CCCCC2)cc1)c1nnc(-c2ccc(Cl)cc2)o1	96	3	100	99	100	.	97	15	2	100	0.8
Cc1c(C(=O)N2CCN(c3ccccc3F)CC2)sc2nc(-c3ccccc3)cn12	101	6	101	104	104	3	104	20	25	100	6.1
Cc1cc(=O)oc(C)c1C(=O)Nc1ccc(Cl)cn1	100	11	102	101	99	.	105	1	1	105	0.2
CCOc1ccccc1N1C(=O)c2cccnc2C1=O	100	27	101	101	101	.	104	-16	3	100	0.5
Cc1c(C(=O)Nc2ccc3c4c(cccc24)CC3)cccc1[N+](=O)[O-]	100	8	101	99	100	0	105	1	-1	101	-0.2
O=C(O)CCNS(=O)(=O)c1ccc(Oc2ccccc2Cl)cc1	100	9	102	104	102	-3	103	9	1	105	0.3
Cc1cc(=O)n(CCO)c(O)c1C#N	91	12	97	93	97	0	93	12	-1	93	-0.1
COc1cc2cc(CN(CCO)C(=O)c3cccs3)c(=O)[nH]c2cc1OC	98	17	105	104	108	13	101	2	0	104	0.1
COC(=O)C1OC2(OC1C(=O)OC)c1ccccc1-c1ccccc12 (centres undefined)	100	14	103	101	103	11	105	-2	12	104	-0.3
CC(C)(C)NC(=S)NNC(=O)c1ccncc1	101	5	103	100	103	15	107	-8	-1	100	-0.5
O=C(c1ccc(Cl)cc1)N1CCC(O)(CSc2ccc(Cl)cc2)CC1	99	11	100	100	101	-64	100	-2	0	105	0.3
Cc1ccc(NC(=O)CCSc2nnnn2-c2ccc3c(c2)OCO3)cc1C	97	11	101	100	104	-9	105	0	1	96	-0.1
CCC(OC(=O)c1nsc(Cl)c1Cl)C(=O)NCc1cccs1 (centres undefined)	98	.	100	99	100	.	104	9	1	101	0.4
COc1ccc(CNC(=S)Nc2ccc3nc(N4CCOCC4)cc(C)c3c2)cc1	94	.	100	96	100	-1	102	18	1	94	0.3
COc1cc(NC(=O)C2CCCCC2)c(OC)cc1NC(=O)CCC(=O)NCc1ccco1	97	11	99	99	95	.	98	-11	1	98	0.2
c1ccc(-c2cc(-c3ccccc3)n3ncnc3n2)cc1	98	7	98	96	97	-14	99	-6	20	100	1.5
CC(C)=Cc1c(O)nc2ccccn2c1=O	94	8	94	95	97	-6	101	22	0	94	0.4
CC(C)OC(=O)CN1CCN(c2ccc(Cl)cc2)CC1	99	38	104	102	106	0	103	-3	2	98	1.8
CCOC(=O)N1CCN(C(=O)CSCc2ccc(Cl)cc2)CC1	98	22	99	96	95	15	104	2	0	102	0.4
S=C(Nc1ccccc1Cl)NC1CC2CCCC(C1)N2C1CC1 (centres undefined)	96	9	99	103	105	17	102	-12	2	103	0.2
O=C(O)c1csc(-c2ccc(Cl)cc2)n1	95	25	96	93	95	.	97	18	0	97	0.5
OCCCCNCc1ccc(OCc2ccccc2)cc1	98	9	99	99	99	-2	101	8	11	100	0.2
COc1cccc(NC(=O)CN2CCSc3ccccc32)c1	96	6	95	96	94	-9	95	7	8	96	2.0
O=C(NC(=S)Nc1ccccc1Cl)c1csnn1	98	12	98	101	98	.	105	36	4	104	-0.9
CCOc1ccc(-n2c(SCC(=O)Nc3ccccc3CC)nc3n[nH]c(C)c3c2=N)cc1	96	26	100	97	105	-23	99	12	2	93	0.3
CCC(CC)C(=O)NCc1cccnc1	94	9	98	94	106	-24	94	12	1	97	1.2
O=C(CCc1ccc(S(=O)(=O)N2CCOCC2)cc1)NCCc1ccccn1	100	11	103	101	102	10	108	6	22	101	1.1
(list continues)
SMILES	Rac1 mut GTP	Avidin bead fluor	HRas wt GTP bind	Rab2A wt mod	Rab7 wt modul	Pf gametocyte	Rac1 wt modul	Mcl1 Noxa PPI	ABCG2 block	Cdc42 wt	ABCB1 inh
COc1ccccc1C(c1nnnn1C(C)(C)C)N1CCN(C(=O)c2ccco2)CC1 (centres undefined)	93	10	95	96	94	6	96	4	1	99	1.0
O=C(CN1CCN(c2ccccc2)CC1)N1CCN(c2ccccc2)CC1	100	34	100	101	97	4	101	-8	6	100	1.4
CCC(CC)C(=O)Nc1cccc(C(=O)NCc2ccco2)c1	96	7	100	102	103	.	100	28	4	97	1.0
CC(=O)N1CCN(CC(=O)Nc2c(Cl)cc(Cl)cc2Cl)CC1	95	23	100	97	95	25	98	6	1	100	0.3
CC(C)CC(NC(=O)C(CC(C)C)NC(=O)OC(C)(C)C)C(N)=O (centres undefined)	100	26	104	104	100	.	104	-5	2	102	0.5
O=C(/C=C/c1ccco1)NC(=S)Nc1ccc(Cl)cn1	102	8	101	99	99	6	105	41	3	103	0.2
COc1ccc(Br)cc1C(=O)NCc1cccnc1	96	7	99	98	99	-10	101	2	6	99	0.1
CSc1ccccc1NC(=O)c1onc(C)c1Cl	99	6	100	100	100	.	104	-3	3	105	0.3
CCc1cccc(CC)c1NC(=O)CO/N=C(\C)c1cccs1	100	13	99	98	99	-3	99	-2	4	98	1.1
COc1cccc(OC)c1C(=O)OCC(=O)Nc1ccc(OC(F)(F)F)cc1	99	33	102	102	101	10	103	6	5	104	1.1
CC(=O)Nc1c(O)nc(SCC(=O)Nc2nnc(CC(C)C)s2)[nH]c1=O	100	34	102	100	103	.	103	18	17	101	2.2
O=C(Nc1nc(=S)ss1)c1ccc(Cl)cc1Cl	94	6	100	99	94	.	96	28	1	100	0.0
Cc1ncc(N=Nc2ccccc2)c(-c2ccccc2)n1	97	32	99	98	98	7	98	11	1	100	0.1

From PubChem BioAssay
